High-throughput results as filed in PubChem.
CHRM5 antagonist = human M5 muscarinic receptor antagonists, primary screen, CHO cells, Fluo-8 calcium fluorescence. CHO-hM5 cells, ACh EC80. inhibition, % at 3 µM. hit rate 0.59% among 360,000. AID 624040, 2012;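 active = inhibition above a per-plate cutoff, the mean of that plate's test compounds plus 3 SD, cut at about 27% in these data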;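 note: 0% = acetylcholine EC80 with DMSO and 100% = DMSO without agonist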
Target sequence (P08912 whole entry, looked up): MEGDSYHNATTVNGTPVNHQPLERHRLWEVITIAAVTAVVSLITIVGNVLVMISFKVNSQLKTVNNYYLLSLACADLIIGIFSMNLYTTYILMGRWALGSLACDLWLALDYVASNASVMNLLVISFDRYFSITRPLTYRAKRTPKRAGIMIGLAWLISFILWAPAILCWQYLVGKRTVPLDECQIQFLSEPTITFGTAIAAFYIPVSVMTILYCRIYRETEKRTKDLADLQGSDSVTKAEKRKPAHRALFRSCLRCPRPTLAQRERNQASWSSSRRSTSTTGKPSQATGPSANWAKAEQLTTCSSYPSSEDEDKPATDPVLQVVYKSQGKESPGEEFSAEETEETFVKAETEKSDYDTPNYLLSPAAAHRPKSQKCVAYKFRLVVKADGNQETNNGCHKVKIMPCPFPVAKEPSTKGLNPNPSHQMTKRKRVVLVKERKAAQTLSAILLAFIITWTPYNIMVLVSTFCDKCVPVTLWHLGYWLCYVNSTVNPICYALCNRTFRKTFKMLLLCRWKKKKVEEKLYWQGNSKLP
CHRM4 agonist = human M4 muscarinic receptor agonists, primary screen, CHO-K1 cells, Fluo-8 calcium fluorescence; AID 624127, 2012; CHO-K1 hM4/Gqi5; vehicle 0%, full acetylcholine response 100%; activation, % at 3 µM; Muscarinic acetylcholine receptor M4 (Homo sapiens), P08173; hit rate 0.14% among 360,000;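 active = activation above the run mean over all test wells plus 3 SD, cut at about 32% in these data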;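 note: peak over basal fluorescence ratio per well then scaled between controls; 0% = DMSO wells and 100% = acetylcholine at EC100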
Target sequence (P08173 whole entry, looked up): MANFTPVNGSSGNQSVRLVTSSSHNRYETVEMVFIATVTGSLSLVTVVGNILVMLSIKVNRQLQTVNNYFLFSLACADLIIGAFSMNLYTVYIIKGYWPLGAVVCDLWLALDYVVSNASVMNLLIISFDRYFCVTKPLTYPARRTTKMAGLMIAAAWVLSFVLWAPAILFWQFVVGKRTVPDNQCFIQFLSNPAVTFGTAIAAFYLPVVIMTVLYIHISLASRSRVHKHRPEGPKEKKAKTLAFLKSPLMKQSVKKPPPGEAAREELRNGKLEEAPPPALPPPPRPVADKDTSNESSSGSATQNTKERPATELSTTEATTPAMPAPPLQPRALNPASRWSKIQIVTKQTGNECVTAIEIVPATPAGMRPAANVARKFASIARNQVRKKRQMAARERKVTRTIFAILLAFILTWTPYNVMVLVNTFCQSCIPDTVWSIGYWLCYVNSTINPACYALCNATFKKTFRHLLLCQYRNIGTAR
M4 antag = human M4 muscarinic receptor antagonists, primary screen, CHO cells, Fluo-8 calcium fluorescence. Muscarinic acetylcholine receptor M4 (Homo sapiens), P08173. hit rate 0.73% among 360,000. CHO-hM4 cells, ACh EC80. AID 624125, 2012. inhibition, % at 3 µM;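 active = inhibition above its plate's cutoff, the mean inhibition of sample wells plus 3 SD, cut at about 27% in these data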;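 note: 0% = acetylcholine EC80 with DMSO and 100% = DMSO without agonist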
CHRM5 PAM = human M5 muscarinic receptor positive allosteric modulators, primary screen, CHO-K1 cells, Fluo-8 calcium fluorescence; hit rate 0.3% among 360,000; activation, % at 3 µM; CHO-K1 hM5, ACh EC20 PAM; 0% = ACh EC20, 100% = ACh EC100;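 active = activation above the run cutoff, the mean activation of all test compounds plus 3 SD, cut at about 18% in these data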
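Test system: CHO-K1 hM5 cells / Doses: single-point, 3 µM nominal / Times: Post-acetylcholine fluorescence recording 140 s / Technique: Fluo-8 calcium fluorescence / Measure: Max/basal fluorescence ratio as % of EC20–EC100 ACh window / Benchmarks: low control EC20 acetylcholine (0%), high control EC100 acetylcholine (100%) / Replicates: one well per compound, no replicates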
M1 antag = human M1 muscarinic receptor antagonists, primary screen, CHO-K1 cells, Fluo-8 calcium fluorescence, 1536-well; Muscarinic acetylcholine receptor M1 (Homo sapiens), P11229; CHO-K1 hM1, ACh EC80 antagonist; inhibition, % at 3 µM; hit rate 1.3% among 360,000;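 active = percent inhibition above its own plate's cutoff, namely the mean of that plate's compound wells plus 3 SD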;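 note: peak over basal fluorescence ratio during 140 s after agonist addition; 0% = ACh EC80 plus DMSO and 100% = DMSO alone without agonist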
CHRM1 agonist = human M1 muscarinic receptor agonists, primary screen, Fluo-8 calcium fluorescence, CHO-K1 cells, HTS; Muscarinic acetylcholine receptor M1 (Homo sapiens), P11229; activation, % at 3 µM; CHO-K1 hM1, agonist mode; 0% DMSO, 100% acetylcholine EC100; hit rate 0.33% among 360,000;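 active = activation above the run's mean compound activation plus 3 SD, cut at about 16% in these data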;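 note: peak over basal fluorescence ratio within a 140 s kinetic read after compound addition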
M5 ag = human M5 muscarinic receptor agonists, primary screen, CHO-K1 cells, Fluo-8 calcium fluorescence; CHO-K1 hM5 cells; 0% DMSO wells, 100% maximal acetylcholine response; hit rate 0.19% among 360,000; activation, % at 3 µM;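 active = activation above the run's mean over test compounds plus 3 SD, cut at about 23% in these data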;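 note: signal is peak over basal fluorescence ratio across the kinetic read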
TAAR1 agonist = human TAAR1 agonists, primary screen, Fluo-8 calcium fluorescence, CHO RD-HGA16 cells; vehicle wells 0%, saturating PEA agonist 100%; hit rate 0.99% among 360,000; activation, % at 3 µM; Trace amine-associated receptor 1 (Homo sapiens), Q96RJ0;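 active = activation above the mean activation of all test compounds in the run plus 3 SD, cut at about 38% in these data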
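Repeats: no replicates (n 1) | Material: CHO-derived RD-HGA16 cells with stable Gα16 and human TAAR1 | Technique: Kinetic Fluo-8 calcium fluorescence | Schedule: 17-24 h seeding, 75 min 37 °C dye, 30 min RT | Evaluation: % activation from peak over basal fluorescence ratio, DMSO-to-PEA scaled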
CHRM1 PAM = human M1 muscarinic receptor positive allosteric modulators, primary screen, CHO-K1 cells, Fluo-8 calcium fluorescence, 1536-well; CHO-K1 hM1, ACh EC20; 0% = ACh EC20, 100% = maximal ACh; Muscarinic acetylcholine receptor M1 (Homo sapiens), P11229; hit rate 0.088% among 360,000; activation, % at 3 µM; in the data active = activation above about 19%, passing the limit was not always enough
Starred values were filed as active, the others as inactive; · = not tested or not shown; & = joins results of further samples.

SMILES	CHRM5 antagonist	CHRM4 agonist	M4 antag	CHRM5 PAM	M1 antag	CHRM1 agonist	M5 ag	TAAR1 agonist	CHRM1 PAM
O=C(Cn1ncc2c3ccccc3n(Cc3ccccc3)c2c1=O)NCCCN1CCCC1=O	12	2	-2	-5	5	0	-4	3	11
CC(=O)OCC1OC(Nc2cccc(C)c2)C(OC(C)=O)C(OC(C)=O)C1OC(C)=O (centres undefined)	6	0	2	-3	-17	-2	-2	10	7
O=C(COC(=O)c1ccc(Br)o1)NCC1CCCO1 (centres undefined)	-6	5	-8	-4	-3	-1	0	5	5
CCC1(CC)NC(=O)N(CC(=O)OCC(=O)Nc2ccc(C(F)(F)F)cc2)C1=O	-12	3	1	12	-29	1	5	1	5
O=C(CSc1ccc2c(c1)OCCO2)Nc1cccnc1	10	2	9	-3	8	-1	3	2	-1
CCOC(=O)c1cc(-c2ccc(Cl)cc2)nc2c1c(=O)[nH]c(=O)n2CCOC	14	2	-3	-6	2	-2	-3	2	5
Oc1ccc(-c2csc(Nc3ccccn3)n2)c(O)c1	-2	-1	-4	-2	-11	-5	-3	0	5
C#CCNC(=O)c1cc2c(Br)ccc(Br)c2nc1N	-2	1	-18	-3	·	·	-1	-1	·
Fc1ccccc1Cn1nnc2c(NCc3ccccn3)ncnc21	14	1	3	-5	-4	-2	0	7	-1
CCCC(C)NC(=O)c1cc(C(=O)OC)cc([N+](=O)[O-])c1 (centres undefined)	-4	0	4	9	0	-3	-2	1	0
CC(C)(C)NCC(O)COCc1ccc(Cl)cc1 (centres undefined)	-3	0	-7	-4	-10	-5	0	3	8
Oc1cccc2ccc(/C=C/c3ccccc3Cl)nc12	17	3	1	-10	-1	0	-2	-1	-1
CNC(=O)c1c(NC(=O)c2ccc(S(=O)(=O)N3CCCc4ccccc43)cc2)sc2c1CCN(C)C2	19	5	-9	-4	-11	0	8	9	5
COc1ccc(NS(=O)(=O)c2cccc(C(=O)NCC(c3cccs3)N3CCOCC3)c2)cc1 (centres undefined)	-4	6	-13	0	2	3	8	10	-4
CC(C)C(=O)NNC(=O)CC(=O)Nc1ccccc1C(=O)O	8	0	0	-1	-8	-2	-1	1	7

Given with each value named: entries from further up.
SMILES: O=C(COC(=O)c1ccc(Br)o1)NCC1CCCO1 (centres undefined)
  CHRM5 antagonist: -6	CHRM4 agonist: 5	M4 antag: -8	CHRM5 PAM: -4	M1 antag: -3	CHRM1 agonist: -1	M5 ag: 0	TAAR1 agonist: 5	CHRM1 PAM: 5

SMILES: CC(C)(C)NCC(O)COCc1ccc(Cl)cc1 (centres undefined)
  CHRM5 antagonist: -3	CHRM4 agonist: 0	M4 antag: -7	CHRM5 PAM: -4	M1 antag: -10	CHRM1 agonist: -5	M5 ag: 0	TAAR1 agonist: 3	CHRM1 PAM: 8

(list continues)
SMILES	CHRM5 antagonist	CHRM4 agonist	M4 antag	CHRM5 PAM	M1 antag	CHRM1 agonist	M5 ag	TAAR1 agonist	CHRM1 PAM
Nc1ccc2nc(Cc3ccccc3)[nH]c2c1	4	0	-6	1	-1	-5	-2	0	1
C#CCSc1nc(Cc2ccc(Cl)cc2)nc2ccccc12	0	-1	8	0	4	-6	-1	11	0
Cc1ccnc(NC(=O)COC(=O)C2COc3ccccc3O2)n1 (centres undefined)	2	2	11	-4	9	0	-3	3	-6
CN(C)C(=O)c1ccccc1-c1ccccc1	-3	0	2	2	-11	-1	-2	2	9
Cc1cc(OCC(=O)N[C@@H](CSCc2ccccc2)C(=O)O)c2c(C)c(C)c(=O)oc2c1	4	0	-15	-3	-8	2	1	1	9
CCCOc1c(OC)cccc1C1CC(=O)Nc2cc3c(cc21)OCCO3 (centres undefined)	1	1	-4	7	-2	-1	3	39*	-1
O=C(O)/C=C/c1ccc(Cn2ccnc2)cc1	-3&7	0&18	-5&2	0&-12	-18&-21	-1&1	1&5	1&0	0&-2
O=C(O)CCc1ccc(-c2cccs2)n1CCc1ccccc1	-2	0	-4	-1	12	-4	4	62*	-6
O=C(Nc1ccc(N2CCOCC2)c(Cl)c1)c1ccco1	-9	7	2	-12	6	0	-2	14	0
COc1cccc(-c2ccc(=O)n(CC(=O)Nc3cc4c(cc3NC(C)=O)OCCO4)n2)c1	-3	1	-3	-3	9	-7	1	·	-9
COc1ccccc1NC(=O)COC(=O)c1ccccc1C(=O)N1CCN(c2ccccc2)CC1	10	13	6	-8	3	-4	2	3	3
Cc1cc(NC(=O)/C=C/c2ccccc2Cl)no1	-5	0	-4	1	-5	-4	0	1	3
CN(C)c1cccc2c1c(NC(=O)c1ccc(Cl)cc1)nn2C	7	0	-3	-1	10	-2	-3	1	0
CCOC(=O)N1CCN(C(=O)CSc2nc3c(cnn3-c3ccc(C)cc3)c(=O)[nH]2)CC1	-8	9	-27	-4	2	-5	0	3	-1
COc1cccc(-n2nnnc2SCC(=O)NC2CCCCC2)c1	2	1	6	2	-1	-3	-2	-2	6
O=C(Nc1nnc(C2CCCO2)s1)c1ccc(Br)cc1 (centres undefined)	8	0	6	-4	-6	-1	0	3	-5
CC1(C)Cc2c(cnn2-c2ccccc2)-c2c1c1ccccc1n2CC(O)CBr (centres undefined)	-1	2	19	-3	7	-5	-1	3	-3
O=c1[nH]c(N2CCOCC2)nc2c1CCCC2	4	0	-3	-4	-4	0	-5	3	4
CN(CC(=O)O/N=C(\N)c1cccc([N+](=O)[O-])c1)S(=O)(=O)c1ccccc1	0	8	-6	-3	-11	2	3	13	2
COc1cccc(CN2CCNC(=O)C2CC(=O)N(C)CCC2CCOCC2)c1OC (centres undefined)	8	0	-3	0	-22	1	-3	1	14
O=C(N/N=C/c1cccc([N+](=O)[O-])c1O)c1cccs1	-7	0	-12	1	-17	-4	-4	0	7
COc1ccc(CN2C(=O)C(C)S/C2=N/N=C/c2ccco2)cc1 (centres undefined)	-18	0	-1	9	-12	-4	1	1	4
FC(F)(F)c1cnc(-n2cc[nH]c2=S)c(Cl)c1	6	1	-2	-5	-8	-1	1	12	-1
O=C(CN1CCOCC1)Nc1ccc(Cl)c(Cl)c1	5	1	15	4	-15	-1	3	·	15
CCCCOC(=O)c1ccc(NC(=O)C(=O)NCc2ccco2)cc1	6	0	-4	14	-1	1	5	-1	10
CC(=O)NC(=S)Nc1ccc(NC(=O)COc2ccc(Cl)cc2Cl)cc1	8	1	-3	7	3	-2	-7	4	4
CC(C)C(NC(=O)c1ccco1)C(=O)NC1CCCCCC1 (centres undefined)	-20	11	-20	1	-7	-5	-1	4	3
NC(Cc1ccc(C(F)(F)F)cc1)c1csc(NC(=O)Nc2ccccc2)n1 (centres undefined)	0	17	25	-1	17	0	5	50*	-4
Cn1c(CC(=O)NNC(=O)c2cncc(Br)c2)nc2ccccc21	-2	1	-3	7	-10	-2	-1	7	5
O=C(NC1CCOC1=O)c1ccccc1 (centres undefined)	12	19	-3	-20	5	0	4	1	-7
COc1cccc(CN(C)CC(=O)Nc2cccc(S(N)(=O)=O)c2)c1OC	16	2	-4	-9	-4	-9	1	7	6
Cc1cccc(NC2=C(C#N)C(=O)NC3(CCCC3)S2)c1	-9	0	-26	2	-22	-3	1	5	11
Cc1c(NC(=O)Nc2ccc(C(C)(C)C)cc2)c(=O)n(-c2ccccc2)n1C	5	2	7	-2	-18	-3	-3	7	14
Cc1ccc(NC(=S)/N=C(\N)Nc2nc(C)c3cc(C)ccc3n2)c(C)c1	-18	-1	-11	8	-3	-8	-3	4	4
C/C(=N\NC(=S)Nc1ccc(F)cc1)c1ccc2c(c1)OCCO2	0	-1	-3	-2	5	-7	-4	7	-1
CC1CCC(NC(=O)CNC(=O)c2ccc3ccccc3c2)CC1 (centres undefined)	-5	0	-22	-1	-12	-2	-4	3	5
COC(=O)[C@H](Cc1ccccc1)NC(=O)NCCc1ccc(S(N)(=O)=O)cc1	2	0	-1	0	-17	-1	0	7	11
COC(=O)[C@@]1(Cc2ccc(F)cc2)[C@H]2C(CC(=O)C(=O)N3CCCC3)C(=O)C[C@H]2CN1C(=O)c1ccccc1 (some centres undefined)	3	2	-7	0	·	·	-1	2	·
CC(C)(C)c1ccc(C(=O)N2CCNC(=O)C2CC(=O)Nc2ccc(F)cc2)cc1 (centres undefined)	-11	1	-1	5	2	1	-4	1	7
CCOC(=O)C1(CCOC)CCN(C(C)CCc2ccc(OC)cc2)CC1 (centres undefined)	-3	1	-3	-6	27	-6	-9	0	-3

In another format: entries from further up
Each structure is followed by: CHRM5 antagonist | CHRM4 agonist | M4 antag | CHRM5 PAM | M1 antag | CHRM1 agonist | M5 ag | TAAR1 agonist | CHRM1 PAM
- Cn1c(CC(=O)NNC(=O)c2cncc(Br)c2)nc2ccccc21
→ -2 | 1 | -3 | 7 | -10 | -2 | -1 | 7 | 5
- O=C(NC1CCOC1=O)c1ccccc1 (centres undefined)
→ 12 | 19 | -3 | -20 | 5 | 0 | 4 | 1 | -7
- COc1cccc(CN(C)CC(=O)Nc2cccc(S(N)(=O)=O)c2)c1OC
→ 16 | 2 | -4 | -9 | -4 | -9 | 1 | 7 | 6
- Cc1cccc(NC2=C(C#N)C(=O)NC3(CCCC3)S2)c1
→ -9 | 0 | -26 | 2 | -22 | -3 | 1 | 5 | 11
- Cc1c(NC(=O)Nc2ccc(C(C)(C)C)cc2)c(=O)n(-c2ccccc2)n1C
→ 5 | 2 | 7 | -2 | -18 | -3 | -3 | 7 | 14
- Cc1ccc(NC(=S)/N=C(\N)Nc2nc(C)c3cc(C)ccc3n2)c(C)c1
→ -18 | -1 | -11 | 8 | -3 | -8 | -3 | 4 | 4
- C/C(=N\NC(=S)Nc1ccc(F)cc1)c1ccc2c(c1)OCCO2
→ 0 | -1 | -3 | -2 | 5 | -7 | -4 | 7 | -1
- CC1CCC(NC(=O)CNC(=O)c2ccc3ccccc3c2)CC1 (centres undefined)
→ -5 | 0 | -22 | -1 | -12 | -2 | -4 | 3 | 5
- COC(=O)[C@H](Cc1ccccc1)NC(=O)NCCc1ccc(S(N)(=O)=O)cc1
→ 2 | 0 | -1 | 0 | -17 | -1 | 0 | 7 | 11
- COC(=O)[C@@]1(Cc2ccc(F)cc2)[C@H]2C(CC(=O)C(=O)N3CCCC3)C(=O)C[C@H]2CN1C(=O)c1ccccc1 (some centres undefined)
→ 3 | 2 | -7 | 0 | · | · | -1 | 2 | ·
- CC(C)(C)c1ccc(C(=O)N2CCNC(=O)C2CC(=O)Nc2ccc(F)cc2)cc1 (centres undefined)
→ -11 | 1 | -1 | 5 | 2 | 1 | -4 | 1 | 7
- CCOC(=O)C1(CCOC)CCN(C(C)CCc2ccc(OC)cc2)CC1 (centres undefined)
→ -3 | 1 | -3 | -6 | 27 | -6 | -9 | 0 | -3

These rows are one share of the data; rates above refer to the full screens.
